Screens as filed in PubChem BioAssay.
STEP block – STEP phosphatase inhibitors, primary screen, biochemical, fluorescence intensity, uHTS | 0.25% of 360,000 active | AID 588621, 2011 | inhibition, % at 20 µM | recombinant STEP, OMFP fluorogenic substrate;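 active = inhibition at 20 µM, scaled per plate between control wells, above about 37%, limit read from the data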;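 also: 0% = DMSO with enzyme and substrate and 100% = substrate only without enzyme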
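material = STEP tyrosine phosphatase | reagent = fluorogenic phosphatase substrate OMFP at 25 µM final | doses = single compound dose of 20 µM, 1% DMSO final | schedule = 20 min reaction, room temperature, in the dark | measured by = fluorescence, 480/540 nm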
Scp1 inh – Scp-1 phosphatase inhibitors, primary screen, biochemical, colorimetric, uHTS. inhibition, % at 20 µM. Carboxy-terminal domain RNA polymerase II polypeptide A small phosphatase 1 (Homo …. 0.88% of 340,000 active. AID 493091, 2011. Recombinant Scp1, phosphopeptide, malachite green phosphate absorbance;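 active = inhibition above about 50% at 20 µM, limit read from the data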;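 also: plate controls were DMSO wells with enzyme for no effect and wells lacking enzyme for full effect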
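Test system – truncated SCP-1 phosphatase (76-261aa) · Reagent – Phosphorylated 17-residue peptide substrate · Incubation – 45 min room-temperature reaction, 5 min colour, 30 min stabiliser · Detection – colorimetric phosphate reagent with accelerator and stabiliser, absorbance at 630 nm · Measure – % inhibition at 20 µM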
SUMO1 PPI mod – modulators of SUMO1 protein-protein interactions, primary screen, biochemical, uHTS | inhibition, % at 20 µM | SUMO1 binding to a labelled peptide, TR-FRET, 1 h | 0.33% of 360,000 active | Small ubiquitin-related modifier 1 (Homo sapiens), P63165; in the data active = inhibition above about 37%
DNMT1 block – human DNMT1 methyltransferase inhibitors, primary screen, biochemical, molecular beacon, fluorescence, HinP1I cleavage, uHTS; DNA (cytosine-5)-methyltransferase 1 (Homo sapiens), P26358; inhibition (reported as % activation of signal), % at 10 µM; 0.83% of 360,000 active; AID 588458, 2011; in the data active = inhibition above about 50%
Target sequence (P26358 504-1616 limits assumed): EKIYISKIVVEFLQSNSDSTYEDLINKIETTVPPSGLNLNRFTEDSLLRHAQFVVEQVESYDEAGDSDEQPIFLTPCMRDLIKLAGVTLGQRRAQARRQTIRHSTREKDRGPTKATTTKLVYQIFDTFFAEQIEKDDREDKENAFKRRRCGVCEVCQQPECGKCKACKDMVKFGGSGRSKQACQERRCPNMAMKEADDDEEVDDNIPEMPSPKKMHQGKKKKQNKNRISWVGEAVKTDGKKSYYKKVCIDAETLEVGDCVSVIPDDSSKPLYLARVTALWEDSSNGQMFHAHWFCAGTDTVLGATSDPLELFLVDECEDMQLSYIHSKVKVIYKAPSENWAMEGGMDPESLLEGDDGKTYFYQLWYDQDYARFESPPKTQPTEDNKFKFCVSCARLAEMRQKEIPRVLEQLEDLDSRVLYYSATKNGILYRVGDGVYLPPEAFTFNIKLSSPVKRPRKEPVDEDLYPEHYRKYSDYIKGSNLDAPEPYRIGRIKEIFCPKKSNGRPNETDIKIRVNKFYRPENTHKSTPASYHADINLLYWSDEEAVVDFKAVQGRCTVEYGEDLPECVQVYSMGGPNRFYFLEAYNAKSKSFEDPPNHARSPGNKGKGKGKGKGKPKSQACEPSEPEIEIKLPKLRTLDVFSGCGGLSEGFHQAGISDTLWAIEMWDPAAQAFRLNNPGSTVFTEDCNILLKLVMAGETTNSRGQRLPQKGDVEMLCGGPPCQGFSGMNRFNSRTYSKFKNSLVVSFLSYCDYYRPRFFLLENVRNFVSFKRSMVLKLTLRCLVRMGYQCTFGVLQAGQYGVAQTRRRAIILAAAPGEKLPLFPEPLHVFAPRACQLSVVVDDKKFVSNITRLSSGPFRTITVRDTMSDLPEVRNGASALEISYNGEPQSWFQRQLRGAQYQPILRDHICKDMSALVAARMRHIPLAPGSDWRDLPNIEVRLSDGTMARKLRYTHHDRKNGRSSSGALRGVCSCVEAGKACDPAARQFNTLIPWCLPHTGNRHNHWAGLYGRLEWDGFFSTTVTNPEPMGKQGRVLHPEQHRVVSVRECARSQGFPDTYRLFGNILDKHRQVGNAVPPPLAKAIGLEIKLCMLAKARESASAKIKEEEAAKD
CendR NRP1 mod – modulators of CendR peptide binding to NRP-1, primary screen, biochemical, fluorescence polarization, uHTS | AID 602438, 2012 | FAM-RPARPAR peptide binding to NRP-1 | inhibition, % at 25 µM | 0.85% of 360,000 active;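 active = inhibition or corrected inhibition above about 18%, plus a signal ratio from 0.5 to 1.5, limit read from the data, passing the limit was not always enough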; also: strong numbers were not always called active
NadD block – inhibitors of S. aureus NadD, primary screen, biochemical, colorimetric, uHTS; 0.78% of 360,000 active; Nicotinate-nucleotide adenylyltransferase NadD (Staphylococcus aureus N315); purified NadD enzyme, colorimetric absorbance read-out; inhibition, % at 20 µM; in the data active = inhibition above about 26%; also: some compounds past the cut are filed as inactive
SKN-1 inh – suppressors of acrylamide-induced Pgst-4::GFP reporter in worms, primary screen, SKN-1 inhibitor project, whole organism, uHTS, GFP/RFP fluorescence ratio, strain VP596 | C. elegans VP596 Pgst-4::GFP/RFP ratio, 24 h | inhibition, % at 21.8 µM | 0.49% of 360,000 active;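 active = interference check ratio from 0.5 to 1.5 plus GFP to RFP signal ratio inhibition reaching or exceeding a fixed threshold, cut at about 30% in these data, passing the limit was not always enough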; also: some compounds called inactive have numbers as strong as hits
LMPTP inh – LMPTP phosphatase inhibitors, primary screen, biochemical, fluorescence intensity, uHTS; AID 651560, 2012; 0.22% of 360,000 active; recombinant LMPTP-A, OMFP fluorogenic substrate; inhibition, % at 20 µM;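 active = compounds that cut the enzyme signal by at least half of the control window in the single-dose screen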;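 also: plate controls were DMSO wells with enzyme plus substrate for no effect and substrate without enzyme for full effect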
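Material: LMPTP-A; amount: 0.625 nM enzyme; doses: single 20 µM dose; times: reaction 50 min, room temperature, dark; technique: fluorescence intensity of OMFP turnover product; benchmarks: no-enzyme and uninhibited controls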
Neddyl block – inhibitors of cullin neddylation, primary screen, biochemical, TR-FRET, uHTS, NAE and Ubc12. NEDD8-conjugating enzyme Ubc12 (Homo sapiens) + NEDD8-activating enzyme E1 regulatory …. calls only at 25 µM. 0.58% of 360,000 active. AID 651699, 2012; in the data active = inhibition above about 36%
Tb MetRS inh – T. brucei MetRS inhibitors, primary screen, biochemical, luminescence. methionyl-tRNA synthetase (Trypanosoma brucei brucei). purified T. brucei MetRS, ATP depletion, Kinase-Glo luminescence. inhibition, % at 11.9 µM. 0.4% of 360,000 active;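 active = inhibition above a per-plate cutoff of the control wells' mean inhibition plus 3 SD, cut at about 5.5% in these data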;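 also: 0% = DMSO wells median and 100% = median of wells with control inhibitor compound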
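System: purified T. brucei MetRS enzyme / Detection: Kinase-Glo luciferase luminescence reporting remaining unconsumed ATP / Medium: HEPES buffer with MgCl2, KCl, DTT, spermine, BSA, pyrophosphatase / Replication: singlicate, one well per compound / Evaluation: percent inhibition relative to median high and low control wells / Schedule: 2 h aminoacylation at 25 °C after 15 min preincubation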
Numbers without * were called inactive.

For Cc1ccc(/C(O)=C2\C(=O)C(=O)N(C)C2c2cccc([N+](=O)[O-])c2)cc1 (centres undefined) the results were STEP block -1, Scp1 inh -3, SUMO1 PPI mod -11, DNMT1 block 4, CendR NRP1 mod 2, NadD block 4, SKN-1 inh 6, LMPTP inh -1.2, Neddyl block inactive and Tb MetRS inh -0.8.
`CC(C)(C)c1ccc(NC(=O)COC(=O)CCN2C(=O)c3cccc([N+](=O)[O-])c3C2=O)cc1` gave STEP block -4, Scp1 inh -6, SUMO1 PPI mod -18, DNMT1 block -1, CendR NRP1 mod -1, NadD block -4, SKN-1 inh 10, LMPTP inh 0.5, Neddyl block inactive and Tb MetRS inh -0.6.
`CN1CCN(c2ccccc2NC(=O)COc2ccc(C3CCCCC3)cc2)CC1` gave STEP block 1, Scp1 inh -5, SUMO1 PPI mod 6, DNMT1 block -1, CendR NRP1 mod 5, NadD block -4, SKN-1 inh -5, LMPTP inh 1.3, Neddyl block inactive and Tb MetRS inh -0.3.
`COc1ccc(C2=CCCCCC2)c(OC)c1OC` gave STEP block -2, Scp1 inh -10, SUMO1 PPI mod 9, DNMT1 block -2, CendR NRP1 mod 10, NadD block -4, SKN-1 inh 0, LMPTP inh 0.4, Neddyl block inactive and Tb MetRS inh -0.1.
Screening CN(c1ccc(C(=O)NC2CCCC2)cc1)S(=O)(=O)c1ccccc1 returned STEP block 0, Scp1 inh 1, SUMO1 PPI mod -5, DNMT1 block 0, CendR NRP1 mod -2, NadD block 5, SKN-1 inh 9, LMPTP inh 0.2, Neddyl block inactive and Tb MetRS inh -0.7.
COc1cccc(C(C)(O)c2nc(-c3cccc(C(=O)O)c3)cs2)c1 (centres undefined) was read as STEP block -4, SUMO1 PPI mod 0, DNMT1 block 2, CendR NRP1 mod 5, NadD block -5, SKN-1 inh -7, LMPTP inh 0.0, Neddyl block inactive and Tb MetRS inh -0.3.
For Cc1ccnc(-n2c(CCN3C(=O)c4ccccc4C3=O)nc3ccccc3c2=O)c1 the results were STEP block 1, Scp1 inh -4, SUMO1 PPI mod -3, DNMT1 block -2, CendR NRP1 mod 11, NadD block -2, SKN-1 inh 15, LMPTP inh -1.1, Neddyl block inactive and Tb MetRS inh -0.4.
For O=S(=O)(c1ccc2c(c1)CCCC2)N1CCNCC1 the results were STEP block 0, Scp1 inh 7, SUMO1 PPI mod 0, DNMT1 block 7, CendR NRP1 mod 10, NadD block -8, SKN-1 inh -8, LMPTP inh -1.3, Neddyl block inactive and Tb MetRS inh -0.2.
`N#Cc1c(-c2ccccc2Cl)noc1/C=C/Nc1ccc(C(=O)O)cc1` gave STEP block 2, Scp1 inh -7, SUMO1 PPI mod 8, DNMT1 block -3, CendR NRP1 mod -43, NadD block 1, SKN-1 inh 13, LMPTP inh 2.8, Neddyl block inactive and Tb MetRS inh -0.2.
COc1ccc(CNC(=O)CN2C(=O)NC(C)(c3cccc(Br)c3)C2=O)cc1 (centres undefined) was read as STEP block -2, Scp1 inh -13, SUMO1 PPI mod 4, DNMT1 block -1, CendR NRP1 mod -4, NadD block -5, SKN-1 inh -3, LMPTP inh -0.6, Neddyl block inactive and Tb MetRS inh 0.3.

Next part (two carried over from the part before).
`N#Cc1c(-c2ccccc2Cl)noc1/C=C/Nc1ccc(C(=O)O)cc1` gave STEP block 2, Scp1 inh -7, SUMO1 PPI mod 8, DNMT1 block -3, CendR NRP1 mod -43, NadD block 1, SKN-1 inh 13, LMPTP inh 2.8, Neddyl block inactive and Tb MetRS inh -0.2.
COc1ccc(CNC(=O)CN2C(=O)NC(C)(c3cccc(Br)c3)C2=O)cc1 (centres undefined) was read as STEP block -2, Scp1 inh -13, SUMO1 PPI mod 4, DNMT1 block -1, CendR NRP1 mod -4, NadD block -5, SKN-1 inh -3, LMPTP inh -0.6, Neddyl block inactive and Tb MetRS inh 0.3.
For CNS(=O)(=O)c1ccc(Cl)nc1 the results were STEP block -1, Scp1 inh -2, SUMO1 PPI mod 2, DNMT1 block 2, CendR NRP1 mod -6, NadD block -1, SKN-1 inh -1, LMPTP inh -1.3, Neddyl block inactive and Tb MetRS inh -0.8.
`CCCCN(Cc1ccco1)C(=O)Cn1ncc2c(=O)oc3ccc(C)cc3c21` gave STEP block 0, Scp1 inh -9, SUMO1 PPI mod 9, DNMT1 block 2, CendR NRP1 mod 4, NadD block -4, SKN-1 inh 5, LMPTP inh 10, Neddyl block inactive and Tb MetRS inh -0.6.
For CC(C)CNS(=O)(=O)c1ccc(S(=O)(=O)N2CCC3(CC2)OCCO3)cc1 the results were STEP block -1, Scp1 inh 1, SUMO1 PPI mod -2, DNMT1 block -1, CendR NRP1 mod -1, NadD block 0, SKN-1 inh 8, LMPTP inh 0.0, Neddyl block inactive and Tb MetRS inh -1.1.
`CC(C)(C)C(=O)NCCN1CCN(C(=O)C(C)(C)C)CC1` gave STEP block -1, Scp1 inh -5, SUMO1 PPI mod 1, DNMT1 block -1, CendR NRP1 mod 6, NadD block 3, SKN-1 inh 12, LMPTP inh 0.1, Neddyl block inactive and Tb MetRS inh -0.2.
For CC(C)n1c(NCc2cc(Cl)ccc2O)nc2ccccc21 the results were STEP block -1, Scp1 inh -7, SUMO1 PPI mod 7, DNMT1 block -2, CendR NRP1 mod 10, NadD block -7, SKN-1 inh 2, LMPTP inh 3.3, Neddyl block inactive and Tb MetRS inh 3.0.
C/C(=N/NC(=O)CNC(=O)CCc1ccccc1)c1ccc(Cl)c(Cl)c1 was read as STEP block 0, Scp1 inh -11, SUMO1 PPI mod -7, DNMT1 block 2, CendR NRP1 mod 5, NadD block -6, SKN-1 inh 14, LMPTP inh 1.4, Neddyl block inactive and Tb MetRS inh -0.3.
For O=c1c(C(c2ccccc2)c2c(O)nc3n(c2=O)CCS3)c(O)nc2n1CCS2 the results were STEP block -2, Scp1 inh -4, SUMO1 PPI mod 9, DNMT1 block 4, CendR NRP1 mod -19, NadD block 2, SKN-1 inh 12, LMPTP inh -0.1, Neddyl block inactive and Tb MetRS inh 0.4.
Screening Cc1ccc(-n2c(SCC(=O)N3CCOCC3)nnc2-c2ccncc2)cc1 returned STEP block -2, Scp1 inh 0, SUMO1 PPI mod 1, DNMT1 block 2, CendR NRP1 mod 10, NadD block 3, SKN-1 inh -12, LMPTP inh -2.6, Neddyl block inactive and Tb MetRS inh -1.8.
For Cc1cc(OCC(=O)Nc2ccc3c(c2)OCCO3)ccc1Cl the results were STEP block -2, Scp1 inh -9, SUMO1 PPI mod -1, DNMT1 block -7, CendR NRP1 mod 1, NadD block -9, SKN-1 inh 3, LMPTP inh -0.3, Neddyl block inactive and Tb MetRS inh -1.0.
For COc1cc(OC)c(NC(=O)CN(C)S(=O)(=O)c2ccc3[nH]c(=O)oc3c2)cc1Cl the results were STEP block -1, Scp1 inh -2, SUMO1 PPI mod 14, DNMT1 block 0, CendR NRP1 mod -16, NadD block -1, SKN-1 inh -11, LMPTP inh -1.1, Neddyl block inactive and Tb MetRS inh 0.8.
For CCOC(=O)CC1CCCCN1C(=O)c1ccc2nc(CCOC)oc2c1 (centres undefined) the results were STEP block 1, Scp1 inh -3, SUMO1 PPI mod -4, DNMT1 block 1, CendR NRP1 mod 0, NadD block 0, SKN-1 inh 10, LMPTP inh -0.5, Neddyl block inactive and Tb MetRS inh 0.2.
For O=C(Nc1ccc(F)cc1)N1CCN(c2ncccn2)CC1 the results were STEP block -1, Scp1 inh 1, SUMO1 PPI mod 0, DNMT1 block 3, CendR NRP1 mod 3, NadD block 3, SKN-1 inh -11, LMPTP inh -0.1, Neddyl block inactive and Tb MetRS inh -1.3.
Screening COc1ccc(NS(=O)(=O)c2ccc(N3CCCC3)c(NC(=S)Nc3cccc(C)c3C)c2)cc1 returned STEP block 9, Scp1 inh -4, SUMO1 PPI mod -1, DNMT1 block -13, CendR NRP1 mod 11, NadD block 26, SKN-1 inh 4, LMPTP inh 8.1, Neddyl block inactive and Tb MetRS inh -0.3.
For CCOC(=O)Cc1csc(NC(=O)C(CC(C)C)NC(=O)C2CCCCC2)n1 (centres undefined) the results were STEP block 7, Scp1 inh 6, SUMO1 PPI mod 4, DNMT1 block 1, CendR NRP1 mod 2, NadD block -56, SKN-1 inh -1, LMPTP inh 1.7, Neddyl block inactive and Tb MetRS inh -0.1.
COc1ccccc1NC(=O)c1cccs1 was read as STEP block 2, Scp1 inh -4, SUMO1 PPI mod 1, DNMT1 block 3, CendR NRP1 mod 2, NadD block -4, SKN-1 inh -13, LMPTP inh -1.4, Neddyl block inactive and Tb MetRS inh -0.9.
`COc1ccc(-n2c(N)c(C(=O)NCC3CCCO3)c3nc4ccccc4nc32)c(OC)c1` (centres undefined) gave STEP block 2, Scp1 inh -3, SUMO1 PPI mod -12, DNMT1 block -23, CendR NRP1 mod -3, NadD block -6, SKN-1 inh 5, LMPTP inh 1.9 and Tb MetRS inh 0.0.
Screening Cc1ccccc1-n1ncc2c1CC(C)(C)CC2NC(=O)CCN1CCCCC1=O (centres undefined) returned STEP block -1, Scp1 inh 12, SUMO1 PPI mod 0, DNMT1 block 4, CendR NRP1 mod -4, NadD block -5, SKN-1 inh -18, LMPTP inh -1.2, Neddyl block inactive and Tb MetRS inh -0.6.
`O=C(COC(=O)C1CCN(C(=O)c2ccc(Cl)cc2)CC1)Nc1ccccc1F` gave STEP block -2, Scp1 inh 6, SUMO1 PPI mod -1, DNMT1 block 0, CendR NRP1 mod 2, NadD block 3, SKN-1 inh -9, LMPTP inh 0.3, Neddyl block inactive and Tb MetRS inh -0.2.
O=C(NCCN1CCC(n2c(=O)[nH]c3ccccc32)CC1)C(c1ccccc1)c1ccccc1 was read as SUMO1 PPI mod -1, CendR NRP1 mod 9, NadD block -1, SKN-1 inh 0, LMPTP inh 2.8, Neddyl block inactive and Tb MetRS inh -0.6.
`Cc1ccc(C(=O)Nn2c(O)c(C=C3N=c4ccccc4=N3)sc2=S)cc1` gave STEP block -2, Scp1 inh -10, SUMO1 PPI mod -7, DNMT1 block -5, CendR NRP1 mod -5, NadD block 10, SKN-1 inh 1, LMPTP inh 1.6, Neddyl block inactive and Tb MetRS inh 7.5*.

An unsorted share of the library; about 4.6% have a hit in one of these screens.
